Compound activity from PubChem BioAssay.
RGS4 inhibitor: human RGS4 inhibition. AID 504845. P49798. Potency, µM (titrated, usually from 114 µM), for inactives: top-dose activity change, negative = inhibition, usual class: inhibitors. 390,000 tested, 0.039% active. Transcreener GDP fluorescence polarization, RGS4-accelerated GTP hydrolysis; note: % is set by controls: 0 for no effect and ±100 for the full control effect; nearly all actives have a fitted effect of over 75% in size; some results filed as inactive show a strong effect at the top dose
Target sequence (P49798 whole entry, looked up): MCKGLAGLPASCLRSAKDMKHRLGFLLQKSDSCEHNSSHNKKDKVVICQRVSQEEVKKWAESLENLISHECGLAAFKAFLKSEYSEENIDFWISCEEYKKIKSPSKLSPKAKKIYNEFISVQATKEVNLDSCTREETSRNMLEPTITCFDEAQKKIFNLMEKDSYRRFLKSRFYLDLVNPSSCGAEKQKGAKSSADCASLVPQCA
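MLSMR compounds (23 nl, pin-transferred) preincubated 10 min at room temperature with a 500nM (2x) first reagent, then RGS4 at 900nM (2x) plus Transcreener GDP mix added; fluorescence polarization (620/688 nm) read before and after 90 min at 30 °C.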
GLS inhibitor: blocks human kidney-isoform glutaminase activity. GLS enzymatic activity, qHTS titration. Potency, µM (top dose mostly 45.5 µM), inactives show at the highest dose activity change, negative = inhibition, most hits filed as inhibitors. 410,000 tested, 0.21% active; note: % is set by controls: 0 for no effect and ±100 for the full control effect
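Coupled fluorescence readout: glutamate oxidase/HRP/Amplex Red detect glutamate formed by hKGA from L-glutamine (1 mM solution added). Buffer 45 mM KH2PO4 pH 8.2, 0.02% Tween-20; reads at t0 and 30 min RT.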
rTrxR1 inhibitor: rat TrxR1 inhibition; 390,000 tested, 1% active; O89049; Potency, µM (series often up to 114 µM), for the others: at the top dose activity change, negative = inhibition, most hits filed as inhibitors; recombinant rTrxR1, NADPH fluorescence consumption, selenite substrate; note: % is set by controls: 0 for no effect and ±100 for the full control effect; nearly all actives have a fitted effect of over 65% in size
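Rat TrxR1 (90 nM in the dispensed reagent) was pre-reduced with 400 uM NADPH for 5 min at room temperature, then incubated with compound for 15 min. After 400 uM selenite was added, NADPH fluorescence (Ex 340/Em 450 nm) was followed for 8 min.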
HP1b chromo inh: blocks HP1-beta chromodomain binding to methylated histone tails; P83916; AlphaScreen HP1-beta / biotin-H3K9me3 peptide binding; Potency, µM (series often up to 114 µM), for inactives: at the top dose activity change, negative = inhibition, actives largely listed as inhibitors; 390,000 tested, 0.56% active; AID 540317; note: nearly all actives have a fitted effect of over 70% in size; inactives centre near 23
Target sequence (P83916 whole entry, looked up): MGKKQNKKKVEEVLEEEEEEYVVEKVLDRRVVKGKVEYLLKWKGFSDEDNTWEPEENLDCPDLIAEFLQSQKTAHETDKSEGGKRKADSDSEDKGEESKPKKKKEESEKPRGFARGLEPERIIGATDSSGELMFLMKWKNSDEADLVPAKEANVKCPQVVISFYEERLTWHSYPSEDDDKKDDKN
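HP1-beta protein (50 nM final) preincubated 30 min at room temperature with biotinylated H3(1-18)K9me3 peptide (50 nM) in PBS pH 7.4, 0.01% Tween-20, then compound added for 30 min. AlphaScreen streptavidin donor/nickel chelate acceptor beads (10 ug/mL final), 30 min dark, luminescence read.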
JMJD2A Tudor inh: blocks the human JMJD2A Tudor domain | AlphaScreen JMJD2A-Tudor / H3K4me3 peptide binding | 390,000 tested, 4.4% active | Potency, µM (highest dose often 114 µM), for the others: at the top dose activity change, negative = inhibition, actives largely listed as inhibitors; note: % is set by controls: 0 for no effect and ±100 for the full control effect; nearly all actives have a fitted effect of over 50% in size
ERG Ets-DNA blk: ERG Ets/DNA interaction inhibition | fluorescence polarization, His-ERG Ets domain / labelled DNA | Potency, µM (highest dose often 76.9 µM), inactives show top-dose FP activity, negative = inhibition, actives largely listed as inhibitors | 370,000 tested, 0.028% active | AID 624246; active = well fitted inhibition curve with a large enough effect in the polarisation, with a control signal flat; inconclusive = small, poorly fitted or top-dose-only effect, or effect the other way, or a change in a side signal; inactive = no such curve, though single readings can be large or run the other way; the % refers to the polarisation;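 note: polarization taken with two DNA probes labelled with fluorescein and Texas red; % of control where 0% means no effect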
Target sequence (P11308 whole entry, looked up, the tested form may be a part): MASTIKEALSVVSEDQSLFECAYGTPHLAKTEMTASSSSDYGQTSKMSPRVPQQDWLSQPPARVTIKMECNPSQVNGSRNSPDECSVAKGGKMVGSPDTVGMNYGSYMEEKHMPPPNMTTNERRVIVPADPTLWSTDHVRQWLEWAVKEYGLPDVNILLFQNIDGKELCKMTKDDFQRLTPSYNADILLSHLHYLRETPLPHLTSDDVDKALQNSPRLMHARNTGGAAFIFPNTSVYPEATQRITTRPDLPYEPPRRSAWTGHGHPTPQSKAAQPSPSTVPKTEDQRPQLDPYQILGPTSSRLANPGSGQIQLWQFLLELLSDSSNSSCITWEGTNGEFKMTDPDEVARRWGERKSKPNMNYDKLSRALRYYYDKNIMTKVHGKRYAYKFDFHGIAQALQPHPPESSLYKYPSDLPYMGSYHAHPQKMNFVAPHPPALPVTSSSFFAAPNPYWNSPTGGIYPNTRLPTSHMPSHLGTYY
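His-tagged ERG Ets domain (1 uM in the protein solution; 300mM KCl, 50mM Tris-HCl, 1mM EDTA, 1mM DTT, pH 7.5) received compound, then a probe mix of 5 nM fluorescein-DNA and 100nM Texas-615-DNA. Fluorescence polarization was read for both dyes.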
Tb PGK inh: inhibitors of T. brucei phosphoglycerate kinase; P07378; PGK/GAPDH coupled, Kinase-Glo luminescence, 60 min; Potency, µM (doses to about 57.5 µM), for the others: at the top dose activity change, negative = inhibition, actives largely listed as inhibitors; 380,000 tested, 0.043% active; note: % is set by controls: 0 for no effect and ±100 for the full control effect; nearly all actives have a fitted effect of over 60% in size
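Luminescent ATP detection (Kinase-Glo Plus) follows a 60-minute room-temperature incubation, with wells lacking PGK as controls. Buffer: 100 mM TEA (pH 7.6), 5 mM MgCl2, 0.01% Tween-20. Coupling enzyme GAPDH (100 nM final) supplies unstable 1,3-BPG in-well.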
12-LOX inh: ALOX12 (human) lipoxygenase inhibition | purified 12hLO, xylenol orange hydroperoxide absorbance | P18054 | 580,000 tested, 1.1% active | Potency, µM (doses to about 108 µM), inactives show at the top dose activity change, negative = inhibition, actives largely listed as inhibitors | AID 1671190; note: % is set by controls: 0 for no effect and ±100 for the full control effect
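Purified human 12hLO (150 nM final) in 25 mM Hepes, 0.01% Triton X-100, pH 7.0 was preincubated 15 min at room temperature with compound. Then 40 uM arachidonic acid was added, 30 min. Hydroperoxide was read by Fe-XO absorbance ratio 573/405 nm.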
Pin1 inhibitor: blocks the human prolyl isomerase Pin1 | AID 504891 | Pin1 FP peptide displacement, HiFluor488, 10 min | 390,000 tested, 0.009% active | Q13526 | Potency, µM (top dose mostly 115 µM), without a hit: at the top dose activity, negative = inhibition, usual class: inhibitors; active = well fitted inhibition curve with a large enough effect in the polarisation, with a control signal flat, not every such curve was filed as active; inconclusive = small, poorly fitted or top-dose-only effect, or effect the other way, or a change in a side signal; inactive = no such curve, though single readings can be large or run the other way; the % refers to the polarisation; note: % is set by controls: 0 for no effect and ±100 for the full control effect
Target sequence (Q13526 whole entry, looked up): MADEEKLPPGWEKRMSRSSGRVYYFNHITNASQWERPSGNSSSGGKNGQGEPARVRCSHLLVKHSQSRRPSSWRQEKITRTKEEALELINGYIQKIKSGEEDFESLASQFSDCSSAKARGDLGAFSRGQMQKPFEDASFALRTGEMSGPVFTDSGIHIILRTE
The depositor's hits bear a star; i = inactive; u = inconclusive; x = no result given; [ ] = remark or other dose. Unless noted, calls come from the whole dose curve; as a rule, active = well fitted curve in the direction sought with a large enough effect; inconclusive = small, poorly fitted or top-dose-only effect, or another doubt; inactive = no such curve, though single readings can be large; an effect the other way counts as inactive or inconclusive. Potency is the fitted concentration of half-maximal effect.

Start of the data: the first 3 entries, to show the layout:
SMILES | RGS4 inhibitor | GLS inhibitor | rTrxR1 inhibitor | HP1b chromo inh | JMJD2A Tudor inh | ERG Ets-DNA blk | Tb PGK inh | 12-LOX inh | Pin1 inhibitor
COC(=O)COc1ccc2c(=O)c(-c3ccccc3)coc2c1 | -8% | 0% | 5% | 28% | 1% | -9% | -8% | 14% | 13%
Cc1nc2nc(SCC(=O)NCc3ccccc3)nn2c(C)c1Cc1ccccc1 | -21% | 7% | -1%[57.1 µM] | 58%[activator] | -16% | 4% | -5% | 1% | 3%
CC1CCC/C(=N\NC(=S)Nc2ccccc2)C1 (stereo not given) | -18% | 5% | -8% | -13% | 79µM* | -4% | -3% | u | -7%

The listing, from the start:
SMILES | RGS4 inhibitor | GLS inhibitor | rTrxR1 inhibitor | HP1b chromo inh | JMJD2A Tudor inh | ERG Ets-DNA blk | Tb PGK inh | 12-LOX inh | Pin1 inhibitor
COC(=O)COc1ccc2c(=O)c(-c3ccccc3)coc2c1 | -8% | 0% | 5% | 28% | 1% | -9% | -8% | 14% | 13%
Cc1nc2nc(SCC(=O)NCc3ccccc3)nn2c(C)c1Cc1ccccc1 | -21% | 7% | -1%[57.1 µM] | 58%[activator] | -16% | 4% | -5% | 1% | 3%
CC1CCC/C(=N\NC(=S)Nc2ccccc2)C1 (stereo not given) | -18% | 5% | -8% | -13% | 79µM* | -4% | -3% | u | -7%
COc1cc2cccc(OC)c(=O)c2c(OC)c1OC | u | 8% | -19% | 22% | -7% | -3% | 0% | 20% | -6%
O=S(=O)(Nc1ccc(-c2ccc3nncn3n2)cc1)c1ccc(Cl)s1 | -1% | 1% | -11% | 34% | 3% | 8% | 5% | 5% | -3%
O=C(NCc1ccccc1)c1ccc2c(=O)n3c(nc2c1)CCCCC3 | -7% | -1% | 4% | -4% | -14% | 3% | -10% | 4% | -4%
O=C(CN(C(=O)c1csnn1)c1cccc(F)c1)NC1CCCC1 | 8% | -13% | 21% | 0% | -10% | -17% | i | 3% | -2%
CCn1c(=O)n(CC)c2cc(N3CCCC3)c(NC(=O)c3ccccc3Br)cc21 | -14% | -11% | u | 44%[activator] | 7% | 2% | 6% | 0% | 9%
Nc1ncnc2c1cnn2C1CCCCC1 | -7%[56.9 µM] | 13% | 7% | 75%[activator] | -10% | -2% | 4% | 0% | -4%
CCCNCC1COc2ccccc2O1 (stereo not given) | 9% | u | 17% | 31% | -17% | 4% | -2% | x | 11%
Cc1cccc(-n2c(SCC(=O)Nc3nnc(C)s3)nnc2-c2ccoc2C)c1 | 1% | 25% | -15% | 12% | -15% | -4% | 4% | -17% | -17%
COc1cccc(Cn2cc(C(=O)c3ccccc3)c(=O)c3cc4c(cc32)OCO4)c1 | 3% | -1% | 1% | 20% | -26% | u | 9% | -2% | 2%
COc1ccc(/C(C)=N/NC(=O)CNC(=O)c2cccnc2)cc1OC | 18% | -8% | 6% | 2% | -12% | -13% | 0% | i | -2%
CCOC(=O)c1c(CN2CCCCC2)n(C)c2cc(Br)c(O)cc12 | -16% | 2% | -7% | 21% | -21% | -3% | 2% | u | -4%
Cc1ccc(C(=O)N2CCOCC2)cc1S(=O)(=O)N1CCOCC1 | 6% | 3% | 14% | 20% | 1% | -4% | 2% | 13% | 4%
CCOC(=O)c1cccc(S(=O)(=O)N2CCCC2)c1 | 8% | -4% | -10% | 39%[activator] | -2% | -7% | -9% | -19% | -5%
CCn1c(=O)cc(SCC(=O)N2CCOCC2)c2ccccc21 | 1% | 3% | 15% | 20% | 4% | -2% | i | -1% | 7%
Cc1ccc2nsnc2c1S(=O)(=O)NCc1ccc2c(c1)OCO2 | -15% | -5% | -8% | 13% | -23% | 1% | 5% | -23% | -4%
Nc1ccc2nc(NC(=O)C3CCCCC3)sc2c1 | -15% | -13% | 13% | 21% | -20% | 4% | -4% | 3% | 0%
O=c1[nH]nc(-c2n[nH]c(=O)o2)o1 | -7% | -14% | -17% | 36%[activator] | u | x | -3% | -7% | -9%
CCC1C(=O)N=C(SCC(=O)Nc2ccccc2)NC1=O (stereo not given) | 22% | 14% | -7% | 20% | -9% | -2% | 3% | 0% | -1%
CCOC(=O)N1C(COCc2ccccc2)C=CCS1(=O)=O (stereo not given) | -6% | x | -18% | 27% | -1% | x | x | x | -12%
Cc1cc(C)n(-c2nc3ccccc3nc2N2CCC(C)CC2)n1 | -13% | 2% | 10% | 144%[activator] | 91%[activator] | -4% | i | -11% | -8%
Cc1ccc2c(c1)[C@H]1[C@H](CO2)[C@H](c2ccccc2)[C@]2(C)C(=O)NCC(=O)N12 | 14% | -2% | 13%[57.1 µM] | 26% | -17% | 1% | i | u | -11%
O=C(O)C1C(c2ccccc2)c2ccccc2C(O)C1CO (stereo not given) | -19% | -6% | -11% | 37% | 0% | 14% | -1% | 13% | -3%
O=S(=O)(c1ccccc1)N1N=C(c2ccc(Cl)cc2)CC1c1ccco1 (stereo not given) | -23% | 5% | -20% | 16% | -26% | 0% | -9% | u | 23%
CN(C)S(=O)(=O)c1cc(C(=O)O)c(NC2CCCCC2)cc1Cl | 6% | 3% | 10% | 6% | -11% | -2% | 5% | 26% | -9%
COc1ccc(NC(=O)CN2CC(C)OC(C)C2)cc1Cl (stereo not given) | 0% | -4% | -16% | 47%[activator] | -6% | -9% | -8% | 8% | -1%
COc1ccc(CN2CCN(C(=O)c3cccs3)CC2)cc1Br | 4% | -2% | 7%[57.1 µM] | u | 35µM* | 2% | i | -111% | 3%
Cn1ccnc1C1CCCCN1Cc1nc(Cc2cccc(C(F)(F)F)c2)no1 (stereo not given) | -19% | 7% | 16%[11.4 µM] | 28% | -15% | 1%[15.4 µM] | 6% | -2% | 0%

The results go on.
SMILES | RGS4 inhibitor | GLS inhibitor | rTrxR1 inhibitor | HP1b chromo inh | JMJD2A Tudor inh | ERG Ets-DNA blk | Tb PGK inh | 12-LOX inh | Pin1 inhibitor
Cn1cncc1C#Cc1ccc2cc(CCO)oc(=O)c2c1 | -3% | 1% | u | 41%[activator] | -28% | 10% | 5% | 12% | u
CC[C@@H]1[C@H]2CCCC(=O)N3CC[C@@H](C[C@@H]1Nc1ccccc1)[C@@H]23 | -4% | 21% | -3%[57.1 µM] | 36% | -16% | 7% | -6% | -9% | 0%
Cc1ccn2cc(-c3nonc3C)cc2c1 | -19% | u | -15% | 2% | -19% | x | x | u | -19%
Cc1ccc(-n2cc(-c3ccc([N+](=O)[O-])cc3)[nH]c2=S)c(C)c1 | -30% | -6% | -30% | u | u | 12% | -6% | u | 26%
CCN(CC)S(=O)(=O)c1ccc(Cl)c(C(=O)OC2CC(C)OC2=O)c1 (stereo not given) | -7% | -4% | 4% | 21% | 3% | 6% | -8% | -2% | 4%
CC(=O)Nc1ccc(NC(=O)Nc2ccccc2)cc1 | 1% | 1% | 12% | 11% | -9% | 3% | -5% | 3% | 6%
CC(C)NS(=O)(=O)c1ccc(CCC(=O)N2CCCC2)cc1 | u | 5% | 14%[57.1 µM] | 13% | -10%[11.4 µM] | 8% | 5% | -6% | 1%
CNC(=S)N/N=C/c1ccc(OCc2ccccc2)c(Br)c1 | 16% | 5% | 21% | 40% | -1% | 0% | 5% | -14% | 0%
CCOc1cc(C(=O)Nc2ccc(S(=O)(=O)NC3=NCCCCC3)cc2)cc(Br)c1OC | -21% | 0% | 6%[57.1 µM] | 37% | -18% | 3% | 13% | -30% | 5%
COc1cc(C2C(C#N)=C(N)Oc3c2oc(CO)cc3=O)ccc1OC(C)C (stereo not given) | 12% | 38%[activator] | -7% | 13% | 16µM* | 1% | 5% | -10% | 5%
CC(=O)Nc1ccc(N2C(=O)c3ccc(S(=O)(=O)c4ccc(C(=O)O)cc4)cc3C2=O)cc1 | -34% | 1% | -10% | 29% | -10% | 1% | -21% | -13% | -12%
COC(=O)CSC1=C(C#N)C(c2ccc(C(C)C)cc2)CC(=O)N1 (stereo not given) | -4% | -6% | 5% | 16% | -32% | -9% | -5% | -19% | 1%
C=CCN1C(=O)CSc2ccc(C(=O)NCCC3=CCCCC3)cc21 | 21% | 14% | 17% | 8% | 7% | -6% | 4% | -15% | -1%
Cc1ccc(CNC(=O)CCS(=O)(=O)c2ccc3c(c2)oc(=O)n3C)cc1 | -19%[11.4 µM] | -1% | 22% | 86%[activator] | -2% | 0% | -2% | 3% | 6%
NC(=O)c1ncn([C@@H]2O[C@H](CNC(=O)[C@@H](N)Cc3cccnc3)[C@@H](O)[C@H]2O)n1 | 8% | 0% | 17% | 18% | -10% | 4% | i | -2% | 0%
CCc1ccc(NC(=O)c2sc3ncnc(N(C)C4CCCCC4)c3c2C)cc1 | 12% | -6% | 13%[57.1 µM] | 30% | -15% | -4% | x | -19% | u
Cc1ccc(CNC(=O)C(=O)Nc2c3c(nn2-c2ccc(F)cc2)CSC3)cc1 | -2% | 2% | 7%[57.1 µM] | 35% | -1% | 8% | 3% | -1% | 11%
COc1cccc(C(=O)c2c[nH]c(C(=O)NCc3ccco3)c2)c1 | -3% | 1% | 8%[57.1 µM] | 25% | 0% | 14% | -4% | 69%[activator] | -4%

The list is partial. The share of hits here may be higher or lower than overall.
